RBBP9 inh – blocks human serine hydrolase RBBP9; recombinant RBBP9, FP-Rh probe fluorescence polarization; actives 0.2% (n = 220,000); AID 1515; inhibition, % at 7.94 µM;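 active = inhibition above the campaign mean of all tested compounds plus 3 SD, cut at about 14% in these data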;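 also: plate controls were DMSO wells with RBBP9 for no effect and wells lacking RBBP9 protein for full effect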
Target sequence (O75884 whole entry, looked up): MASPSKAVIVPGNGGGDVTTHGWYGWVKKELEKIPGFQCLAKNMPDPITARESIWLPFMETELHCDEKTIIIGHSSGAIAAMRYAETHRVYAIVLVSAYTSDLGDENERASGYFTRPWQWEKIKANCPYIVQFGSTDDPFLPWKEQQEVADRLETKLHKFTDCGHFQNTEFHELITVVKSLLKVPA
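Test system: recombinant human RBBP9; Timing: 30 min then 45 min, 25 °C; Detection: fluorescence polarization; Control set: RBBP9 with DMSO as uninhibited control, no-protein wells as full inhibition; Compound dosing: one concentration, 7.94 µM nominal, 0.794% DMSO; Probe or stimulus: FP-Rh activity-based probe, 375 nM before mixing.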
PPC-1+TRAIL kill – compounds killing PPC-1 cancer cells with TRAIL present (potentiator screen, no TRAIL-free arm) | PPC-1 cells + TRAIL, ATPLite viability luminescence | cell killing (% activity), % at 4 µM | actives 0.41% (n = 220,000) | AID 1443;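 active = cell killing above 50% in the first pass at 4 µM, then a duplicate retest at 5 µM averaging 50% or more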;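 also: plate controls were cells with TRAIL plus DMSO for no effect and medium-only wells lacking cells for full effect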
TNF necrop inh – TNF-alpha cell death inhibition in Jurkat FADD-/- cells | actives 0.068% (n = 220,000) | AID 463075 | Jurkat FADD-/- TNF necroptosis rescue, ATP luminescence, 24 h; 0 = TNF only, 100 = no-TNF cells | activation (protection from cell death), % at 10 µM;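 active = activation, meaning protection from cell death, of at least 50% relative to plate controls; inactive = activation below 50%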;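 also: necroptosis triggered by 40 ng/mL TNF-alpha added together with compound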
BaF3 tox – parental Ba/F3 viability inhibition as JAK2V617F counter-screen; CellTiter-Glo ATP luminescence; inhibition, % at 5.6 µM; actives 1.1% (n = 220,000);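 active = inhibition above a per-campaign cutoff, the mean inhibition of all tested compounds plus 3 SD, cut at about 27% in these data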;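 also: 0% = DMSO wells and 100% = JAK Inhibitor I control wells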
Ba/F3 V617F tox – lowers viability of Ba/F3 cells expressing EpoR and JAK2V617F; ATP luminescence; inhibition, % at 5.6 µM; actives 1.1% (n = 220,000);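 active = inhibition above the campaign mean plus 3 SD over all tested compounds, cut at about 24% in these data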;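 also: cytokine-independent growth of Ba/F3 cells driven by EpoR plus mutant JAK2; 0% = DMSO-treated cells and 100% = JAK inhibitor I control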
zfTRPN1 agonist – agonists of zebrafish TRPN1 channel; HEK293 zebrafish TRPN1-YFP, Fluo-8 calcium fluorescence; 100% = response to 87 µM carbachol; activation, % at 3 µM; actives 0.18% (n = 220,000);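 active = activation above its plate's cutoff, the mean activation of test wells on that plate plus 3 SD, cut at about 19% in these data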;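 also: 0% = DMSO alone and 100% = 87 µM carbachol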
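Material – zebrafish TRPN1-YFP in HEK293 cells · Doses – 3 µM single point · Schedule – dye 1 h 37 °C plus 30 min RT · Signal – Fluo-8 calcium fluorescence, excitation 470-495 nm, emission 515-575 nm · Read-out – % activation versus carbachol response · Control set – carbachol high, DMSO low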
TRPML3 agonist – activates the human TRPML3 channel | HEK293 TRPML3-YFP, Fluo-8 calcium fluorescence; 100% = the carbachol control signal | AID 1448 | actives 0.29% (n = 220,000) | activation, % at 3 µM;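 active = activation above its plate's cutoff, the mean activation of the plate's test wells plus 3 SD, cut at about 12% in these data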;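 also: 0% = DMSO only wells and 100% = carbachol wells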
Target sequence (Q8TDD5 whole entry, looked up): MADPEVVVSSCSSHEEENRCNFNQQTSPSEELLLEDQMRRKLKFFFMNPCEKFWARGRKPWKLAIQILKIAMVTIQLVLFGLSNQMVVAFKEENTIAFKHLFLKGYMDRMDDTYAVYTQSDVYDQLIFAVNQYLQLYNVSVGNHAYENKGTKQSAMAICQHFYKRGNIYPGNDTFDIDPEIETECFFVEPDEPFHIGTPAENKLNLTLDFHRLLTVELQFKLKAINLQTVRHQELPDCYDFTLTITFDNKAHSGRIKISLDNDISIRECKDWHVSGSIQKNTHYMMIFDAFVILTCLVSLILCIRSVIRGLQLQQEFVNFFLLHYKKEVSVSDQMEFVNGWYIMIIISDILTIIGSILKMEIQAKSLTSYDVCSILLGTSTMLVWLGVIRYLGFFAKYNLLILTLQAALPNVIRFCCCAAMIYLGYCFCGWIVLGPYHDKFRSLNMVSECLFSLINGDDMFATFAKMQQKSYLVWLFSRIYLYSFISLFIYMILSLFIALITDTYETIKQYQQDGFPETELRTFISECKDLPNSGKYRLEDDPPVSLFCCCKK
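system = HEK293 cells stably carrying human TRPML3-YFP | doses = one concentration, 3 µM nominal, 0.3% DMSO | timing = dye loading 1 h 37 °C then 30 min ambient, 125 s read | detection = Fluo-8 calcium dye fluorescence, ex 470-495, em 515-575 nm | benchmarks = high control carbachol 87 µM, low control DMSO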
CHOP inh – inhibitors of CHOP induction in ER stress response | AID 2732 | inhibition, % at 10 µM | actives 3.8% (n = 220,000) | CHO-K1 CHOP-promoter luciferase, tunicamycin-induced, 15-18 h;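 active = compounds that reduced the stress-induced luciferase reporter signal by more than about 70% of percent inhibition, limit read from the data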;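 also: 0% = tunicamycin plus vehicle and 100% = wells without tunicamycin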
Wee1 degr inh – blocks degradation of human Wee1 kinase; P30291; HeLa Luc-Wee1K328M stability, luciferase luminescence; 100% = proteasome inhibitor MG132 effect; reporter increase, % at 5 µM; actives 1.2% (n = 220,000); AID 1321;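 active = activation above the mean of all tested compounds plus 3 SD, set per screening run, cut at about 8.8% in these data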;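 also: cells exposed to compound for 20 h before luminescence read; 0% = DMSO alone and 100% = MG132 at 30 µM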
* hit, by the source's call; nt = not tested or not shown. This is a random part of the collection (roughly 6.8% active in at least one column).

SMILES	RBBP9 inh	PPC-1+TRAIL kill	TNF necrop inh	BaF3 tox	Ba/F3 V617F tox	zfTRPN1 agonist	TRPML3 agonist	CHOP inh	Wee1 degr inh
COC(=O)c1cc(=O)n(Cc2ccc(F)cc2)c(=Nc2ccccc2)s1	2.5	4.8	-7.7	-1.9	-2.6	2.1	0.5	-39.5	1.1
Oc1ccc(Cl)cc1-c1cc(-c2cccc(Br)c2)n[nH]1	-29.6	29.5	-3.7	4.4	0.9	-0.1	0.5	100.7*	1.4
O=C(O)CCN1C(=O)/C(=C/c2ccc(-c3nc4ccccc4s3)o2)SC1=S	-8.3	-2.4	-2.0	-2.2	-3.2	0.9	1.4	-50.2	-0.9
CC(=O)NC(Cc1cccc(F)c1)C(=O)NC1CCN(C(=O)c2cccc(C)c2)CC1 (stereo not given)	1.8	6.5	0.2	4.7	-1.3	1.3	0.6	4.0	1.6
CCn1c(SCC(=O)Nc2ccc3c(c2)OCCO3)nc2c(c1=O)SC(C)C2 (stereo not given)	3.8	-1.8	-1.2	-2.1	-6.2	-1.6	-0.9	3.7	-3.1
S=c1[nH]nc(-c2cc(-c3ccccc3)n[nH]2)n1/N=C/c1c(Cl)cccc1Cl	-4.1	-1.4	-6.0	-3.8	-3.3	0.3	0.5	17.4	0.0
CCNC(=O)C(=O)Nc1ccc(OC)c(Cl)c1	9.4	-6.9	1.3	3.8	-3.2	-2.0	0.3	-4.0	-2.8
COc1ccc(Nc2oc(COc3ccc(OC)cc3)nc2C#N)cc1	-1.2	26.7	-2.1	-1.6	-3.5	-3.0	-0.6	27.7	-1.1
CCOC(=O)Cn1c(=NC(=O)c2cccs2)sc2cc(C(=O)OC)ccc21	-5.0	31.2	-0.1	4.2	0.8	1.4	0.9	23.7	-0.6
NC(=O)COC(=O)C12CC3CC(CC(O)(C3)C1)C2	50.9*	9.3	0.3	5.6	4.6	-0.1	0.6	-4.9	1.6
COC(OC)c1ccc(C#N)c(SCc2ccccc2)n1	-2.0	4.0	1.9	-0.9	-4.7	-2.5	-0.1	20.3	1.3
Cn1nccc1NC(=O)NC(=O)c1c(Cl)cccc1Cl	4.8	13.7	3.9	-0.3	-1.9	1.1	1.1	10.5	5.2
CCOc1ccc(CN2CCN(S(=O)(=O)c3ccc(NC(C)=O)cc3)CC2)cc1OC	1.9	3.7	1.1	7.2	1.1	2.2	0.8	20.6	-3.0
COc1cccc(-c2cc3nc4c(c(N5CCC6(CC5)OCCO6)n3n2)CCC4)c1	-5.9	11.4	-1.2	9.2	5.7	-1.7	-0.6	22.3	-2.5
Cc1ccc(NC(=O)CCNS(=O)(=O)c2cc(Br)cnc2N)c(Cl)c1	-10.4	5.8	4.0	1.9	0.0	-1.9	0.3	35.5	-1.9
O=C(CC1NCCc2ccccc21)Nc1cccc(Cl)c1 (stereo not given)	-11.5	1.9	2.3	7.3	-0.1	3.9	2.0	-2.4	-3.2
CCN(CC)CCNc1nc2nonc2nc1NCCN(CC)CC	-4.4	40.0	1.7	-4.1	0.1	3.2	1.2	-8.7	-1.6
CC1CCc2sc(C(=O)N/N=C/C3CCCCC3)cc2C1 (stereo not given)	-12.9	-15.5	0.5	-0.6	0.2	-0.1	0.1	71.4*	-1.8
C=CCNC(=O)NC(=O)COC(=O)c1nc2nccc(C)n2n1	-1.1	6.3	0.4	2.9	-3.9	-0.7	0.6	3.8	-2.4
Cc1ccc(S(=O)(=O)NC(C(=O)Oc2ccc3c(C(F)(F)F)cc(=O)oc3c2)c2ccccc2)cc1 (stereo not given)	-4.4	-1.4	0.1	1.1	-2.2	-0.2	1.4	63.7	2.1
CCOC(=O)C1CCN(c2c(N3CCN(Cc4ccccc4)CC3)c(=O)c2=O)CC1	-10.3	0.3	-0.3	3.9	-2.3	0.9	0.5	19.3	-0.2
O=c1[nH]c2ccc(N=Cc3c(O)ccc4cc(Br)ccc34)cc2[nH]1	2.5	10.5	0.0	7.3	0.1	2.8	0.5	-8.4	2.7
Cc1ccc(S(=O)(=O)N2CCN(Cc3cccc(C)c3O)CC2)cc1	-4.1	16.1	1.5	3.1	-2.8	-0.4	-0.3	83.0*	0.9
CCOC(=O)c1sc(NC(=O)CSc2nc(C)cc(C)n2)c(C#N)c1C	2.0	9.0	-0.1	10.1	-1.5	2.2	1.4	-2.1	0.4
CC1=C(/C=C/C(=O)O)C(C)(C)CCC1	-10.3	-13.3	-0.2	2.0	-1.4	-0.7	0.2	12.4	0.5
COc1ccc(C(=O)n2c(C)c(CCO)c(=O)n2C)cc1	-14.0	26.7	-0.1	7.0	1.2	0.8	-0.3	15.6	-2.2
O=C(c1ccccc1)C(C(=O)N1CCCCC1)n1ccccc1=O (stereo not given)	7.0	nt	1.9	-2.5	-1.6	-1.8	0.0	-12.6	-0.4
Cc1ccc(-n2c(C)nnc2SCC(=O)NNC(=O)c2ccco2)cc1	-3.0	-4.2	0.2	2.7	-1.1	0.1	0.8	21.7	-4.2
CN1C(=O)/C(=C2\SC(N)=NC2=O)c2ccccc21	-0.2	9.6	0.4	2.3	-0.1	-0.1	0.7	63.2	0.4
CCN1CCc2c(OCc3ccc(C)cc3)cccc2C1=O	-5.4	1.1	-0.3	4.9	2.4	-1.8	-2.0	23.1	3.0
COC(=O)c1ccc(CN2CCN(C3CCCC3)C(CCO)C2)cc1 (stereo not given)	11.1	13.5	-0.5	9.2	5.2	1.2	0.7	-14.9	5.9
Cc1c(NC(=S)NC(=O)C(C)(C)C)cccc1[N+](=O)[O-]	-0.1	16.9	0.1	6.7	3.6	0.0	0.2	7.5	0.9
O=C(O)c1ccccc1NC(=S)NC(=O)c1cccc2ccccc12	-0.7	3.4	0.1	7.5	3.4	2.5	0.5	-4.1	4.5
C=CCn1c(SCc2c(C)noc2C)nc2sc(C)c(C)c2c1=O	1.0	-7.0	-7.6	6.8	2.0	-1.7	0.7	46.3	1.7
CC(C)Oc1ccc2c3c(c(=O)oc2c1)CCC3	-2.2	3.3	-7.7	2.0	-0.7	2.6	-0.8	6.0	-1.9
Cc1c(N=C2NC(=O)/C(=C/c3ccc(O)cc3)S2)c(=O)n(-c2ccccc2)n1C	1.9	-4.2	0.5	2.8	-3.0	1.6	0.8	60.1	1.7
COc1ccc(NS(=O)(=O)c2cc(NC(=O)Cn3cnc4c3c(=O)n(C)c(=O)n4C)ccc2C)cc1	-10.9	2.5	2.1	7.4	7.3	0.1	0.0	3.2	2.0
COc1ccc(C2CC(C(F)(F)F)n3nc(C(N)=O)c(Cl)c3N2)cc1OC (stereo not given)	3.4	-20.6	-0.1	9.0	-0.3	1.0	0.3	24.9	0.1
Cc1nc(-c2cccs2)sc1C(=O)O	-1.7	9.0	-0.5	3.3	1.1	0.6	0.7	-9.0	-0.9
O=C(Cn1[nH]c(=O)c2ccccc2c1=O)Nc1ccc2c(c1)CCC2	-0.8	15.3	0.6	3.2	-1.4	-0.2	0.3	55.3	-1.8

Some of the entries so far, as comma-separated lines.
compound,RBBP9 inh,PPC-1+TRAIL kill,TNF necrop inh,BaF3 tox,Ba/F3 V617F tox,zfTRPN1 agonist,TRPML3 agonist,CHOP inh,Wee1 degr inh
CC(C)Oc1ccc2c3c(c(=O)oc2c1)CCC3,-2.2,3.3,-7.7,2.0,-0.7,2.6,-0.8,6.0,-1.9
COc1ccc(C2CC(C(F)(F)F)n3nc(C(N)=O)c(Cl)c3N2)cc1OC (stereo not given),3.4,-20.6,-0.1,9.0,-0.3,1.0,0.3,24.9,0.1
Cc1c(NC(=S)NC(=O)C(C)(C)C)cccc1[N+](=O)[O-],-0.1,16.9,0.1,6.7,3.6,0.0,0.2,7.5,0.9
C=CCn1c(SCc2c(C)noc2C)nc2sc(C)c(C)c2c1=O,1.0,-7.0,-7.6,6.8,2.0,-1.7,0.7,46.3,1.7
Cc1c(N=C2NC(=O)/C(=C/c3ccc(O)cc3)S2)c(=O)n(-c2ccccc2)n1C,1.9,-4.2,0.5,2.8,-3.0,1.6,0.8,60.1,1.7
Cc1nc(-c2cccs2)sc1C(=O)O,-1.7,9.0,-0.5,3.3,1.1,0.6,0.7,-9.0,-0.9

(next part)
SMILES	RBBP9 inh	PPC-1+TRAIL kill	TNF necrop inh	BaF3 tox	Ba/F3 V617F tox	zfTRPN1 agonist	TRPML3 agonist	CHOP inh	Wee1 degr inh
CC(C)CC(NC(=O)c1ccccc1)C(=O)OCC(=O)Nc1ccc(S(N)(=O)=O)cc1 (stereo not given)	-5.3	-0.1	0.9	0.4	-2.4	1.7	0.4	-14.7	1.3
CCN(CC)C(=O)c1c(NC(=O)c2ccccc2)sc(C)c1C	-8.9	8.6	-0.3	4.9	-4.3	0.0	0.0	54.7	-2.2
O=C(CCn1nc(-c2ccccc2)c2ccccc2c1=O)Nc1cccnc1	-1.3	10.0	-0.3	4.0	-1.4	-0.2	-1.1	1.3	0.0
O=C(Nc1cccc2c1N(C(=O)c1ccco1)CCC2)c1ccco1	6.0	40.2	0.0	-5.5	1.2	0.2	0.1	-8.0	-0.1
Nc1sc2c([n+]1CCCS(=O)(=O)[O-])CCCC2	-1.0	21.3	-0.4	6.5	1.6	0.4	1.2	-1.9	-2.6
COc1ccc(/C=N/NC(=O)CCCC(=O)NC2CCCCC2)cc1	-4.6	4.1	-0.6	-0.8	3.1	-0.9	0.2	17.6	-0.6
O=C(Cc1n[nH]c(=O)c2ccccc12)Nc1cccc(S(=O)(=O)N2CCCC2)c1	-4.4	4.7	-0.3	-2.3	-1.3	0.2	-0.6	3.9	1.9
O=C(c1cnn2c(C(F)F)cc(-c3ccccc3)nc12)N1CCCc2ccccc21	-6.7	-10.2	-0.5	0.1	-4.3	1.0	0.4	69.6	1.8
Cc1nn(C)c(=O)n1-c1ccc(OCc2ccccc2)cc1	0.4	1.0	-4.8	13.3	6.3	1.1	-0.2	21.9	1.2
CC(=O)N/C(=C\c1ccccc1)C(=O)N1CCOCC1	-2.6	-1.4	-0.7	7.7	1.4	1.7	1.9	-4.1	1.8
Cc1ccc(C(=O)COC(=O)CCC(=O)NC2CCCCC2)cc1[N+](=O)[O-]	-3.3	15.4	0.3	6.2	-1.9	1.5	0.8	-11.8	-0.9
COC(=O)c1ccc(NC(=O)N2CCOCC2)cc1	-8.5	10.4	0.9	-1.5	-2.1	0.7	-1.0	0.4	-1.8
Cc1ccc(-n2c(SCC(=O)NCc3ccco3)nnc2-c2cccnc2)cc1	-0.4	25.1	0.2	2.2	-4.6	1.1	0.7	-28.5	1.4
CCOc1ccc(NC(=O)CS(=O)(=O)c2cn(CC)c3ccccc23)cc1	-6.1	12.5	-0.7	-0.2	-4.7	0.3	-0.2	18.5	-1.6

Bioassay records as filed in PubChem BioAssay.
